Tat transport: inhibitors of E. coli Tat protein transport | E. coli MC4100 TorA-mCherry Tat export, fluorescence | 0.036% of 340,000 active | inhibition, % at 10 µM;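 active = mean replicate inhibition at least 50% and at least half of replicates individually reaching 50%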;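 note: exported cargo escapes ClpAP degradation while cytoplasmic cargo is degraded and loses fluorescence; 0% = median of neutral control wells and 100% = median of NaSCN control wells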
SR-BI DiI inh: mouse SR-BI HDL lipid transfer inhibition; 0.96% of 320,000 active; ldlA[mSR-BI] CHO cells, DiI-HDL uptake fluorescence, 3 h; Q61009; inhibition, % at 12.5 µM;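 active = mean replicate inhibition of at least 70% and a set share of replicates each scoring 70 or more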;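 note: 0% = median of neutral control wells and 100% = median of positive control wells; values of inactives mirror those of a sister screen read the other way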
Target sequence (Q61009 whole entry, looked up): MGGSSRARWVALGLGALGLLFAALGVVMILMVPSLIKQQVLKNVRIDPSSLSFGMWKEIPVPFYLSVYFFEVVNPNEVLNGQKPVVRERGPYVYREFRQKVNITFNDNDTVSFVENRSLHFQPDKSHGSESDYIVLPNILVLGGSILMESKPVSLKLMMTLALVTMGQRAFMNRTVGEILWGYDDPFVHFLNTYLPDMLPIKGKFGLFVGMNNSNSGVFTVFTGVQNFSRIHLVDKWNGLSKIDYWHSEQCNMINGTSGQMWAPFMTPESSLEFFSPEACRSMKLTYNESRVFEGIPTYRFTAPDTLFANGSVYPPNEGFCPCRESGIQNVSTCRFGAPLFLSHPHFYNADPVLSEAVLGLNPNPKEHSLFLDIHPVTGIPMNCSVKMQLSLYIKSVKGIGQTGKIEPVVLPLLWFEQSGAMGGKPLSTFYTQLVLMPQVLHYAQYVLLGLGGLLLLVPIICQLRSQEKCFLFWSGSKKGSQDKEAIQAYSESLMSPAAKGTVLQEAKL
CAL PDZ FP-1: inhibitors of human CAL PDZ peptide binding; Q9HD26; purified CAL PDZ, TMR-peptide fluorescence polarization, 1 h; inhibition, % at 20 µM; 0.02% of 330,000 active; AID 504414;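 active = highest replicate inhibition of at least 40%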;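 note: plate controls were DMSO neutral control wells for no effect and unlabeled competitor peptide control wells for full effect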
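material = purified tagged CAL PDZ domain construct (CerCALP) | compound dosing = 20 µM, one dose | times = 1 h at RT | measured by = fluorescence polarization from S- and P-plane intensities, G-factor corrected | read-out = inhibition from polarization loss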
CAL PDZ FP-2: CAL PDZ (human) peptide binding inhibition; 0.92% of 300,000 active; inhibition, % at 24.9 µM; purified CAL PDZ, TMR-peptide fluorescence polarization, 1 h; AID 602252;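 active = mean inhibition of at least 30% with at least half of replicates also reaching 30%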;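 note: 0% = DMSO neutral control and 100% = excess unlabeled competitor peptide PRC23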
SR-BI uptake up: enhances SR-BI lipid uptake from DiI-HDL. activation, % at 12.5 µM. CHO ldlA[mSR-BI] cells, DiI-HDL uptake fluorescence, 3 h; 100 = double the neutral-control signal. AID 504775. 0.096% of 320,000 active;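 active = mean replicate activation of at least 60% and every replicate at or above 60%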;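 note: 0% = median plate neutral-control signal and 100% = twice that signal; values of inactives mirror those of a sister screen read the other way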
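Material – SR-BI-overexpressing, LDLR-lacking CHO cells · Medium – BSA-supplemented, HEPES-buffered Ham's F12, pH 7.4 · Doses – single concentration · Times – compound with DiI-HDL co-incubation, 3 h at 37 °C · Measured by – bottom-read fluorescence, 550/595 nm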
phage Ecoli inh: E. coli growth loss with phage present | growth absorbance | inhibition, % at 11.9 µM | 0.26% of 360,000 active | AID 651602; in the data active = inhibition above about 11%
E coli growth: counter-screen for AddAB inhibitors: E. coli growth inhibition | 0.27% of 330,000 active | E. coli V3065 growth, OD600 absorbance, 18 h | inhibition, % at 11.9 µM;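 active = inhibition above the campaign's mean inhibition across all tested compounds plus 3 SD, cut at about 9.9% in these data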;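 note: uninfected addAB+ strain grown without phage in ampicillin broth; 0% = DMSO wells and 100% = ciprofloxacin 0.95 µg/ml wells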
AddAB inh: less growth of phage-infected E. coli with AddAB; AID 435030; inhibition, % at 11.9 µM; E. coli expressing H. pylori AddAB, absorbance growth; 0.29% of 330,000 active; in the data active = inhibition above about 12%;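 note: 0% = vehicle wells of infected cells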
MITF act: MITF TRPM1 promoter activation in melanoma cells | SK-MEL-5 TRPM1-promoter luciferase, 24 h; % of positive control, neutral wells = 0 | activation, % at 12.5 µM | 0.75% of 300,000 active;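 active = mean activation of at least 80% with every replicate also reaching 80%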;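 note: 0% = neutral control wells and 100% = parthenolide positive control wells; values of inactives mirror those of a sister screen read the other way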
Wnt bcat act: Wnt/beta-catenin pathway activation; Wnt/beta-catenin reporter cell assay, activator, plate reader; activation, % at 9.35 µM; 1.2% of 300,000 active; AID 743398; in the data active = activation above about 30%, passing the limit was not always enough;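 note: 0% = neutral control wells and 100% = positive control wells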
Active calls of the source: *; · = not tested or not shown.

SMILES,CAL PDZ FP-2,E coli growth,MITF act,CAL PDZ FP-1,Wnt bcat act,AddAB inh,SR-BI DiI inh,phage Ecoli inh,SR-BI uptake up,Tat transport
CCn1ccnc1CN(C)C(=O)C1CCC(=O)N(Cc2cccc(F)c2)C1 (centres undefined),0,1.9,4,-2.4,-1,2.9,-20,1.4,20,-4
COc1ccc(-n2cc(-c3ccccc3)c3c(NN4CCOCC4)ncnc32)cc1,-3,-5.3,9,-1.8,-1,-2.5,25,-2.7,-25,-3
Cc1ccc2[nH]c3c(c2c1)CN(C(=O)CN1CC(C)OC(C)C1)CC3 (centres undefined),-5,-1.0,-9,-0.7,-4,0.5,-2,1.2,2,-5
O=C(NC(=S)Nc1ccc(O)cc1)C1CCCC1,-1,-1.2,25,0.6,22,-0.3,5,1.6,-5,4
Nc1n[nH]c(=S)n1/N=C1/C(=O)Nc2ccccc21,3,·,-21,-0.8,2,·,24,1.7,-24,-2
CSCC[C@H](NC(=O)N1CCn2c1nc1ccccc12)C(=O)NC1CCCCC1,-3,-2.7,-15,-1.9,3,0.6,-6,3.5,6,2
O=C(NCc1ccccc1)Nc1cccn(Cc2ccccc2Cl)c1=O,·,1.4,8,0.2,11,0.7,18,4.7,-18,-1
Cc1ccc(C)c(SCc2noc(C(=O)NCC3CCCO3)c2C(=O)O)c1 (centres undefined),-3,0.9,-4,-0.4,20,3.4,-17,4.5,17,-4
CC(=O)c1ccc(NC(=O)COC(=O)c2ccccc2N=Nc2ccc(N(C)C)cc2)cc1,-2,-1.8,2,0.0,5,0.8,19,2.6,-19,3
CCC(C)C1C(C#N)=C(N)OC2=C1C(=O)CC(C)(C)C2 (centres undefined),·,0.2,·,0.3,-2,2.0,-16,2.2,17,29
Cn1c(=O)c(C(=O)CN2CCOCC2)c(N)n(Cc2ccccc2)c1=O,-5,3.1,-1,-1.0,-4,-0.4,-7,0.0,7,3
COc1cccc(N2C(=O)N(c3ccccc3)C3CS(=O)(=O)CC32)c1 (centres undefined),2,0.2,9,-0.5,-1,-0.4,-5,0.0,5,-2
CC(C)(C)NC(=O)C(Cc1ccccc1)NS(=O)(=O)c1ccc2c(c1)CCC(=O)N2 (centres undefined),-8,-1.1,6,-0.8,-4,-0.1,-8,3.4,8,-5
Cc1ccc(S(=O)(=O)Cc2ccc(C(=O)N3CCCC3)o2)cc1,·,2.8,-2,0.7,-3,6.2,-10,2.7,10,22
COc1ccc(-c2csc(Nc3ncccn3)n2)cc1C,0,0.4,73,-0.1,38*,-1.2,-11,-0.7,11,-4
Cc1cccc(NC(=O)CSc2nc3ccccc3nc2N2CC(C)OC(C)C2)c1 (centres undefined),·,0.2,·,0.1,-3,-1.9,18,1.4,-18,-3
Cc1cc(=O)[nH]c2c1cnn2Cc1ccccc1,·,-2.6,-4,-0.6,·,2.2,-21,3.0,21,-3
C#CCSc1nc2[nH]ncc2c(=O)[nH]1,1,-3.1,8,0.4,-1,4.5,-26,2.4,26,-2
COc1ccccc1N1CCN(C(=O)C2CC=CCC2C(=O)O)CC1 (centres undefined),-1,0.5,-4,-0.8,·,-1.6,4,0.6,-4,-6
Cc1ccc(CC(=O)Nc2ccccc2-c2ccccc2)cc1C,-2,0.9,-3,-0.6,0,4.4,29,2.9,-29,9

Some of these compounds in order of formula weight, descending:
SMILES,CAL PDZ FP-2,E coli growth,MITF act,CAL PDZ FP-1,Wnt bcat act,AddAB inh,SR-BI DiI inh,phage Ecoli inh,SR-BI uptake up,Tat transport
Cc1ccc(C)c(SCc2noc(C(=O)NCC3CCCO3)c2C(=O)O)c1 (centres undefined),-3,0.9,-4,-0.4,20,3.4,-17,4.5,17,-4
COc1ccc(-c2csc(Nc3ncccn3)n2)cc1C,0,0.4,73,-0.1,38*,-1.2,-11,-0.7,11,-4
Nc1n[nH]c(=S)n1/N=C1/C(=O)Nc2ccccc21,3,·,-21,-0.8,2,·,24,1.7,-24,-2

Following part.
SMILES,CAL PDZ FP-2,E coli growth,MITF act,CAL PDZ FP-1,Wnt bcat act,AddAB inh,SR-BI DiI inh,phage Ecoli inh,SR-BI uptake up,Tat transport
CCOC(=O)C1CCCN(C(c2ccccn2)c2c(C)[nH]c3ccccc23)C1 (centres undefined),119*,0.5,27,-1.7,-3,0.5,-14,5.4,14,-20
Cc1ccc(-c2csc(NC(=S)NC(=O)/C=C/c3ccco3)n2)cc1,-3,2.9,-8,·,·,2.1,-6,0.7,6,-9
COc1ccc(-n2cc(-c3ccccc3)[nH]c2=S)c(OC)c1,-2,-0.7,-18,-0.2,2,-0.8,-3,1.2,3,4
O=C(Nc1cccnc1N1CCOCC1)c1cccs1,-4,0.8,-6,-0.5,13,2.1,-15,0.0,15,-2
CC(=O)N1CCc2cc(S(=O)(=O)CCC(=O)Nc3ccc4c(c3)OCCO4)ccc21,-1,-0.3,1,0.5,-2,-0.7,-29,2.9,29,-1
Cc1ccc(NC(=O)c2cccc(C(=O)OC(C)C)n2)c(Br)c1,-3,0.9,5,-1.9,-2,-1.9,8,2.9,-8,3
O=C(c1cccc(-n2cccc2)c1)N1CCN(S(=O)(=O)c2c(F)cccc2F)CC1,·,-0.1,0,-0.8,1,3.5,15,-1.6,-15,1
CCOc1ccccc1NC(=O)C1COc2ccccc2O1 (centres undefined),1,·,·,-1.7,-3,·,-6,0.5,6,-25
N#Cc1cccc(NC(=O)CN2C(=O)NC3(CCCCCC3)C2=O)c1,-2,-0.7,·,-0.4,3,0.6,3,-0.2,-3,-2
O=C(Nc1nncs1)C(Sc1ccccc1)c1ccccc1 (centres undefined),-4,0.0,6,-0.1,·,1.0,-18,3.1,18,-9
COc1ccc(C(=O)NC(C)Cc2cnccn2)cc1OC1CCN(C(C)C)CC1 (centres undefined),1,1.9,-9,-0.5,1,-0.7,-1,0.7,1,1
CCOc1cc(C2NC(=O)NC(C)=C2C(=O)OCc2ccccc2)ccc1O (centres undefined),-5,1.4,-9,-0.4,-5,-0.6,31,1.1,-31,7
COC(=O)c1nn(-c2ccc(OC)cc2)c(=O)cc1Oc1ccccc1,2,-1.9,-6,-0.4,·,1.8,2,1.2,-2,3
CCOc1ccc(N(CC(=O)Nc2ccc(F)c(F)c2)S(=O)(=O)c2c(C)noc2C)cc1,·,1.3,-6,-1.2,-3,5.4,3,3.0,-3,1
CCc1ccc(N(C(=O)c2snc(C(N)=O)c2N)C(C(=O)NCCC(C)C)c2c[nH]c3ccccc23)cc1 (centres undefined),22,1.8,·,1.4,-13,3.7,-3,2.1,3,-7
Oc1c(Cl)cc(CN2CCOCC2)c2cccnc12,0,8.1,-55,0.2,-23,8.2,27,4.3,-27,5
CC(Sc1ccc2c(c1)OCCO2)C(=O)Nc1ccc2c(c1)OCO2 (centres undefined),7,-1.5,3,1.3,·,-0.2,-5,2.5,5,-10
COc1ccccc1NC(=O)Nc1cc(C(C)C)ccc1C,4,·,-1,-0.7,-1,·,34,3.9,-34,-5
CCC1C(=O)N=C(SCC(=O)Nc2cccc3ccccc23)NC1=O (centres undefined),7,-2.2,·,-0.3,·,-1.0,-14,-1.6,14,4
Cc1ccc(S(=O)(=O)N2CCN(C(=O)CCc3c[nH]c4ccccc34)CC2)cc1,·,-0.3,-3,0.3,-3,0.1,0,1.6,0,-7

SMILES,CAL PDZ FP-2,E coli growth,MITF act,CAL PDZ FP-1,Wnt bcat act,AddAB inh,SR-BI DiI inh,phage Ecoli inh,SR-BI uptake up,Tat transport
O=C(c1ccc(Cl)cc1Cl)N1CCN(c2ccc(N3CCOCC3)nn2)CC1,·,-0.6,4,-1.4,-3,1.7,-6,2.6,6,3
CCCCCCNc1c([N+](=O)[O-])cc(C)cc1[N+](=O)[O-],-1,-2.4,·,·,1,3.1,23,2.2,-23,5
CCc1ccccc1Nc1nc(N)nc(COC(=O)c2c(C)noc2C)n1,0,-1.8,-7,-0.6,3,-0.4,-5,-8.3,5,2
Cc1ccc(C(=O)NCc2ccc3c(c2)OCO3)cc1C,-1,0.7,25,-0.8,7,-0.4,-23,0.6,23,-6
CC(C)(C)c1csc(SCC(=O)Nc2ccc(Cl)cn2)n1,0,-4.5,·,-0.9,-2,-0.7,-10,3.4,10,3
COc1ccc(C2C(C(=O)N3CCN(c4ccccc4)CC3)c3ccccc3C(=O)N2C)cc1OC (centres undefined),-5,1.0,·,·,-4,-0.1,-12,-0.6,12,-3
CC(C)[C@@H](C(=O)N[C@@H](Cc1ccccc1)C(=O)O)N1C(=O)N2CCc3c([nH]c4ccccc34)[C@@]2(C)C1=O,1,-0.3,-11,-0.8,-2,1.5,-5,0.8,5,-3
Cc1cc(C)nc(SC2=CS(=O)(=O)c3ccccc32)n1,-2,-0.6,·,-2.2,7,-0.2,4,1.1,-4,-1
O=C(NCc1cccs1)c1cnc2ccccn2c1=O,·,0.2,14,-0.5,0,0.9,-11,·,11,-7
CN(Cc1cc2cc(F)ccc2[nH]1)Cc1nc(-c2cnccn2)no1,-7,1.8,-4,0.4,-2,-0.4,-25,4.0,25,-16
O=C1CC(c2ccccc2)CC(O)=C1C=NCCN1CCN(Cc2ccccc2)CC1 (centres undefined),-8,-0.5,6,-0.1,-3,0.6,-28,1.2,28,-1
CN(c1ccccc1)S(=O)(=O)c1cccc(C(=O)NC2CCCCC2)c1,-7,0.3,-1,-1.5,0,2.0,-7,2.1,7,2
CNC(=O)c1oc(-c2ccc(Cl)cc2)nc1C,·,-0.8,-2,-1.2,-2,-0.2,9,2.7,-9,-4
Cc1cc(C(=O)NC2CCCC2)on1,·,-0.1,-4,0.1,-1,0.6,·,1.1,·,-2
COc1ccc(-c2cc(C(=O)NC(C)C)no2)cc1,·,-1.7,105*,-0.2,·,2.0,-1,1.6,1,0

Screening results as filed in PubChem.
